Screening results deposited in PubChem BioAssay by several laboratories.
PLK1 kinase inh: inhibitors of human PLK1 kinase. P53350. recombinant PLK1 kinase, TR-FRET peptide phosphorylation. 97,000 compounds, 0.53% hits. inhibition, % at 10 µM;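 active = inhibition of 50% or more in the single-concentration screen; inactive = inhibition below 50%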;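 also: 0% = DMSO max control and 100% = H-89 dihydrochloride min control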
EphB4 antag: blocks human EphB4 binding to ephrin-B2 | 97,000 compounds, 0.15% hits | P54760 | inhibition, % at 7 µM | EphB4 LBD / TNYL-RAW-Alexa532 peptide, fluorescence polarization;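 active = inhibition above the screen-wide mean inhibition plus 3 SD, cut at about 15% in these data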;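 also: 0% = DMSO wells and 100% = excess unlabeled TNYL-RAW peptide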
PLAP act: human PLAP activation; purified PLAP enzyme, luminescent substrate read-out; stronger effect = higher value; P05187; activation fold at 20 µM; 96,000 compounds, 1.2% hits; in the data active = activation fold above about 2
PLK1 PBD inh: Plk1 (human) PBD binding inhibition; P53350; Plk1 PBD phosphopeptide binding, fluorescence polarization; inhibition, %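 (tested at about 20 µM)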; 97,000 compounds, 0.13% hits; in the data active = inhibition above about 34%, passing the limit was not always enough
CYP2C19 activ: activators of human cytochrome P450 2C19 | activation factor at 5 µM | 96,000 tested, under 10 active | recombinant CYP2C19, luciferin-H EGE luminescence; stronger effect = higher value; 0 = fully inhibited enzyme, 1 = untreated enzyme;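 active = activation factor of at least 2 at 5 µM in the primary screen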;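 also: 0 = wells with 2.5 mM tranylcypromine and 1 = vehicle-only wells; values of inactives mirror those of a sister screen read the other way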
CYP2C9 act: increases human cytochrome P450 2C9 activity; recombinant CYP2C9, luciferin-H conversion, luminescence; stronger effect = higher value; factor 1 = untreated enzyme, 0 = blocked; activation factor at 5 µM; 96,000 compounds, 1.4% hits;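 active = activation factor of 2 or more for CYP2C9 at a 5 µM dose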;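 also: 0 = sulfaphenazole-blocked wells and 1 = vehicle-only wells; values of inactives mirror those of a sister screen read the other way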
Target sequence (P11712 whole entry, looked up): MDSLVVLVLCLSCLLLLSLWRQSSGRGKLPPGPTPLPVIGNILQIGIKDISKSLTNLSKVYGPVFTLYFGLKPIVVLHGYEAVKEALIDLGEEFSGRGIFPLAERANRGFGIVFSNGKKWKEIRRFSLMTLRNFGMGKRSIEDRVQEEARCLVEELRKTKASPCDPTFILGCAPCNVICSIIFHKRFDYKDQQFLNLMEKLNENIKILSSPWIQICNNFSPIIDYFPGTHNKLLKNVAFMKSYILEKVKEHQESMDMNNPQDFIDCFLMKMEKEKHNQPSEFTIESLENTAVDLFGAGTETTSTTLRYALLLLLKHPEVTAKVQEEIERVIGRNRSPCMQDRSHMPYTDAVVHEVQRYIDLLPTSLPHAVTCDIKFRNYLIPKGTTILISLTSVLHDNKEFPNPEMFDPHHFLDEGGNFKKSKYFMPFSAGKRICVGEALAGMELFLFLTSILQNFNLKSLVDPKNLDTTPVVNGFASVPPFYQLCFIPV
CYP2C19 inh: inhibitors of human CYP2C19; 96,000 compounds, 21% hits; AID 778; P33261; inhibition, % at 5 µM; CYP2C19 Supersomes, luciferin-H EGE luminescence, 30 min;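 active = CYP2C19 inhibition above a set limit at 5 µM in the primary screen, cut at about 50% in these data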;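 also: plate controls were negative control wells for no effect and 2.5 mM tranylcypromine positive control for full effect; values of inactives mirror those of a sister screen read the other way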
HIV Rev-RRE inh: disrupts HIV-1 Rev binding to RRE RNA | inhibition, % at 8 µM | 97,000 compounds, 0.79% hits | Rev peptide-RRE RNA binding, FRET | AID 704 | P05866;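 active = inhibition above the screen-wide mean plus 3 SD, cut at about 35% in these data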;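 also: 0% = median DMSO wells and 100% = median Neomycin B control wells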
Target sequence (P05866 whole entry, looked up): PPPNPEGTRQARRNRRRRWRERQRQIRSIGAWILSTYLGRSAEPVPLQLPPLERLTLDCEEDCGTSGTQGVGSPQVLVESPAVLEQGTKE
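Test system – labelled RRE RNA duplex and labelled Rev peptide · Signal – fluorescein-to-Cy5 FRET, 480 nm excitation · Evaluation – % inhibition of FRET ratio versus controls · Benchmarks – DMSO low control, neomycin B high control · Incubation – 5 min RNA-compound premix plus 15 min binding step, 25 °C · Medium – HEPES pH 7.5 salt buffer with EDTA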
CYP2C9 inh: inhibitors of human CYP2C9; 96,000 compounds, 20% hits; CYP2C9 Supersomes, luciferin-H conversion, luminescence; P11712; inhibition, % at 5 µM;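 active = blocking of liver enzyme CYP2C9 beyond about 50% at 5 µM, limit read from the data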; also: values of inactives mirror those of a sister screen read the other way
* = called active by the depositor; . = not tested or not shown.

entry	PLK1 kinase inh	EphB4 antag	Structure	PLAP act	PLK1 PBD inh	CYP2C19 activ	CYP2C9 act	CYP2C19 inh	HIV Rev-RRE inh	CYP2C9 inh
1	-13	-4	CCOC(=O)CCc1c(C)c(C#N)c2nc3ccccc3n2c1-n1ccnc1C	1.1	1	1.1	0.8	-6	4	19
2	8	-3	CN(C)S(=O)(=O)c1cccc(C(=O)OCC(=O)NCc2ccccc2)c1	0.9	-7	1.1	1	-7	0	3
3	-3	-6	CCc1ccc2[nH]c(=O)c(CN(CCCN3CCOCC3)C(=O)Nc3ccc(F)cc3)cc2c1	1.7	6	0.4	0.6	55*	2	44
4	-7	-2	Clc1cccc2sc(N3CCOCC3)nc12	.	12	.	.	.	0	.
5	-13	-1	COc1ccc(N2CCN(C3CC(=O)N(C)C3=O)CC2)cc1 (stereo unspecified)	1.2	-7	1.1	1	-6	4	1
6	-11	10	CC(=O)N(C)C1=C(O)c2ccccc2C(=O)C1=O	1	3	1	0.9	3	8	7
7	-12	4	CC1(C)N=C(c2ccc(Cl)cc2)C(=O)N1	1	13	0.1	0.7	87*	10	34
8	-9	1	Cc1ccc(NC(=S)NN2CCOCC2)c(C)c1	0.9	1	0.8	1	24	9	-1
9	0	4	CSc1ccc(CNC2CC2)cc1	0.9	-29	0.6	1.2	35	4	-18
10	0	2	O=c1[nH][nH]c(C(F)(F)F)c1C=Nc1ccccc1	1.1	-8	1	0.9	1	7	11
11	2	-7	COC(=O)[C@@H](NC(=O)N1CCN(c2cccc(C(F)(F)F)c2)CC1)C(C)C	1.4	-31	0.5	1.6	53*	-1	-58
12	7	-2	CC1=C(C(=O)OC(C)C)C(c2c[nH]c3ccccc23)n2ncnc2N1 (stereo unspecified)	0.9	2	0.4	0.8	61*	4	21
13	10	7	CCn1c(=S)[nH]c2ccccc21	2.1*	5	0.8	1.5	16	12	-55
14	-24	-3	Cc1ccc(-n2ccc(=O)c(-c3ccnc(SCc4cccc(Cl)c4)n3)n2)cc1	1.4	1	0.8	0.4	20	7	56*
15	-6	1	COc1ccc(OC)c(C(=O)N2CCC(C(=O)c3ccc(F)cc3)CC2)c1	.	-4	.	.	.	5	.
16	-8	0	C=CCN(C(=O)Cn1nnc2ccccc21)C(C(=O)NCCOC)c1ccc(OC)cc1OC (stereo unspecified)	1.3	-13	1.1	1.1	-11	12	-11
17	-3	1	CC(NC(=O)C12CC3CC(C1)CC(n1cncn1)(C3)C2)C12CC3CC(CC(C3)C1)C2 (stereo unspecified)	1.3	-9	0.3	0.3	68*	0	72*
18	-3	-1	CCOC(=O)c1cc(-c2ccccc2)sc1NC(=O)C(C)N1C(=O)NC(C)(c2ccc(Cl)cc2)C1=O (stereo unspecified)	1.3	4	1	0.8	1	10	20
19	-5	-2	CC(C)CC(NC=C1C(=O)OC(C)(C)OC1=O)C(=O)O (stereo unspecified)	.	-30	.	.	.	2	.
20	-12	3	CN1C(=O)/C(=C2\SC(N)=NC2=O)c2ccccc21	1	15	1	1.1	5	1	-15
21	-7	-5	C=CCn1c(SCc2c(C)noc2C)nc2sc(C)c(C)c2c1=O	1.1	-14	0.8	0.4	20	14	56*
22	-6	0	CC(C)Oc1ccc2c3c(c(=O)oc2c1)CCC3	1.1	6	0.2	0.8	79*	4	24
23	-8	7	COc1ccc(C2CC(C(F)(F)F)n3nc(C(N)=O)c(Cl)c3N2)cc1OC (stereo unspecified)	1.1	-30	0.9	0.4	15	-1	58*
24	.	.	O=C(Cn1[nH]c(=O)c2ccccc2c1=O)Nc1ccc2c(c1)CCC2	1.1	.	0.7	0.7	31	.	30
25	5	2	CCN(CC)C(=O)c1c(NC(=O)c2ccccc2)sc(C)c1C	1	-21	0.3	0.8	73*	-2	24
26	-1	-4	COc1ccc(/C=N/NC(=O)CCCC(=O)NC2CCCCC2)cc1	1.1	20	1	1	-1	2	-2
27	-11	-6	O=C(c1cnn2c(C(F)F)cc(-c3ccccc3)nc12)N1CCCc2ccccc21	0.8	-7	0.7	1	30	2	-3
28	-5	-5	Cc1nn(C)c(=O)n1-c1ccc(OCc2ccccc2)cc1	1.2	4	0.4	0.7	56*	-4	33
29	-5	7	COC(=O)c1ccc(NC(=O)N2CCOCC2)cc1	0.9	8	0.8	0.8	15	5	21
30	-2	1	Cc1ccc(-n2c(SCC(=O)NCc3ccco3)nnc2-c2cccnc2)cc1	.	-9	.	.	.	3	.
31	-3	3	CCOc1ccc(NC(=O)CS(=O)(=O)c2cn(CC)c3ccccc23)cc1	0.8	-14	0.9	0.6	9	10	38
32	-14	4	CCCNC(=O)c1ccccc1NC(=O)c1ccc(CSc2ccccc2)cc1	1.1	-29	0.3	0.2	74*	14	79*
33	-9	7	Cc1onc(-c2ccccc2Cl)c1C(=O)Nc1nc2c(s1)CCCC2	1.1	0	0.7	0.6	26	9	40
34	1	-12	COc1ccc(N2CCN(C(=O)C(Cc3ccccc3)n3cccc3)CC2)cc1 (stereo unspecified)	1.4	-15	0.1	0.2	93*	-3	76*
35	-7	3	COc1cc(C)nc(SCC(N)=O)n1	1.1	3	1.1	1	-10	3	0
36	6	-7	COc1ccccc1N1CCN(/N=C/C=C\c2ccco2)CC1	1.2	3	0.8	1	18	-2	1
37	-3	3	N/C(=N\OC(=O)c1ccc(Cl)cc1Cl)c1ccccc1	1	-29	0.9	0.7	15	12	30
38	.	.	COC(=O)c1cc(=O)c2ccc(OC)cc2o1	1	.	0.9	1	13	.	-4
39	-12	-1	Cc1ccc(S(=O)(=O)N2CCCC(C(=O)NCc3cccnc3)C2)cc1Cl (stereo unspecified)	1.5	12	0.1	0.8	86*	5	23
40	-8	-7	COc1ccc(NC(=O)CC(NCCc2ccccc2)C(=O)O)c(OC)c1 (stereo unspecified)	1.1	-10	1.1	1.1	-14	3	-5
41	-11	3	Cc1cccc(Nc2ncccc2C(=O)O)c1C	1	10	1	0.8	3	13	24
42	-18	0	COc1cc(-c2nc3ccccc3s2)ccc1O	1.1	-16	0.8	1.1	17	7	-12
43	-7	-2	COc1ccccc1CNC(=O)c1ccc(CS(=O)(=O)c2ccccc2OC)o1	1	7	0.8	0.5	22	2	52*
44	.	.	CCOC(=O)CSC1=C(C#N)C(c2ccc(OC)cc2)C2=C(CC(C)(C)CC2=O)N1 (stereo unspecified)	1.1	.	0.3	0.4	72*	.	63*
45	-2	-12	CCS(=O)(=O)c1ccc(NC(=O)c2ccccc2Cl)c(O)c1	1.1	0	1	0.5	4	-1	53*
46	-7	12	Cc1cc(NC(=O)CSc2ccc(-c3nc4cc(C)c(C)cc4[nH]3)cn2)no1	1	-19	0.9	0.9	10	7	12
47	0	-6	CC1CN(c2oc(-c3ccco3)nc2C#N)CC(C)O1 (stereo unspecified)	0.9	2	0.9	1	12	1	4
48	-14	1	CCOC(=O)c1ccc(NS(=O)(=O)c2c(C)n(C)c(=O)n(C)c2=O)cc1	.	7	.	.	.	1	.
49	-1	-4	O=C(Oc1cccc(Br)c1)c1cccnc1	1.1	-3	1	1.1	3	3	-10
50	-2	-7	O=C1CC(N2CCN(C(c3ccccc3)c3ccccc3)CC2)C(=O)N1 (stereo unspecified)	1.7	-22	0.9	1	9	2	4
51	-7	5	COC(=O)c1ccc(N2CCN(S(=O)(=O)c3ccc4ccccc4c3)CC2)c([N+](=O)[O-])c1	1.4	2	1.1	1	-7	5	1
52	-5	12	Cc1cc(NC(=O)C2CCCC2)n(-c2nc3ccccc3[nH]2)n1	1	5	1	0.9	4	5	11
53	.	.	CCc1cc2c(=O)c(-c3ccon3)c(N)oc2cc1OC	0.9	.	1	1	1	.	0
54	-22	2	O=Cc1cn(-c2ccccc2)nc1-c1cc2c(ccc3ccccc32)oc1=O	1.1	-3	0.8	1	22	7	1
55	0	4	CSCCC(NC(=O)C1CCC(C)CC1)C(=O)N1CCN(c2ccccn2)CC1 (stereo unspecified)	1.2	-3	0.6	0.7	37	0	31
56	-8	6	CCN(CCNC(=O)c1cccc(N2CCCC2=O)c1)c1ccccc1	1.4	6	0.1	1.1	89*	-6	-10

Down the list, from the results shown.
EphB4 antag, compounds 49–56, in order: -4, -7, 5, 12, ., 2, 4, 6
CYP2C19 activ, compounds 49–56, in order: 1, 0.9, 1.1, 1, 1, 0.8, 0.6, 0.1
CYP2C19 inh, compounds 49–56, in order: 3, 9, -7, 4, 1, 22, 37, 89*

More records
entry	PLK1 kinase inh	EphB4 antag	Structure	PLAP act	PLK1 PBD inh	CYP2C19 activ	CYP2C9 act	CYP2C19 inh	HIV Rev-RRE inh	CYP2C9 inh
57	0	-2	CSc1nc(C)cc(-n2cc(F)c(=O)[nH]c2=O)n1	1.1	-28	1	1.1	3	8	-5
58	-4	6	CC(Sc1nc(N2CCOCC2)c2c(c1C#N)CC(C)(C)OC2)C(=O)Nc1ccccc1 (stereo unspecified)	.	-22	.	.	.	-1	.
59	-7	1	CN(CC(=O)Nc1cccnc1)S(=O)(=O)c1cc(Cl)ccc1Cl	0.7	11	0.2	0.5	80*	2	48
60	-17	-2	O=C(Nc1ccc(-n2cnnn2)cc1)C1CCC1	1	20	0.5	0.6	51*	4	39
61	-13	8	COc1cccc(Nc2nc(-c3ccc4c(c3)OCCO4)cs2)c1	0.8	-13	0.8	0.5	19	0	50
62	-34	-2	CCOc1ccc(CCNC(=O)CN2CCN(Cc3ccc(F)cc3)C2=O)cc1OCC	1.4	-7	0.5	0.6	49	8	38

Entries of single compounds, looked up by structure:
`CSc1nc(C)cc(-n2cc(F)c(=O)[nH]c2=O)n1` in the list: PLK1 kinase inh: 0; EphB4 antag: -2; PLAP act: 1.1; PLK1 PBD inh: -28; CYP2C19 activ: 1; CYP2C9 act: 1.1; CYP2C19 inh: 3; HIV Rev-RRE inh: 8; CYP2C9 inh: -5
`COc1cccc(Nc2nc(-c3ccc4c(c3)OCCO4)cs2)c1` in the list: PLK1 kinase inh: -13; EphB4 antag: 8; PLAP act: 0.8; PLK1 PBD inh: -13; CYP2C19 activ: 0.8; CYP2C9 act: 0.5; CYP2C19 inh: 19; HIV Rev-RRE inh: 0; CYP2C9 inh: 50
